# Screening results (PubChem)
# CRE Fsk mod: alters forskolin-stimulated CRE reporter signaling in CHO cells; CHO CRE-bla reporter (cAMP response element driving beta-lactamase), forskolin EC10, beta-lactamase ratio; Potency, µM (highest dose often 38.2 µM), inactives show at the top dose activity change, negative = inhibition, most hits filed as activators; 71,000 tested, 2.5% active; active = well fitted activation curve with a large enough effect in the signal ratio, with a control signal flat, not every such curve was filed as active; inconclusive = small, poorly fitted or top-dose-only effect, or effect the other way, or a change in a side signal; the % refers to the signal ratio; also: potency is read from the fitted curve at half-maximal effect; % of control where 0% means no effect
#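 Using CellSensor CRE-bla CHO cells in Opti-MEM with 0.5% dialyzed FBS, compounds were titrated with EC10 NKH 477 for 3 h at 37 °C. CCF4 ratio (460/530 nm) gave %Activity; AC50 derived.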
# 15-hLO inh: blocks human 15-lipoxygenase activity. P16050. Potency, µM (doses to about 57.1 µM), inactives show at the top dose activity change, negative = inhibition, actives largely listed as inhibitors. 74,000 tested, 1.4% active. purified 15hLO-1, xylenol orange hydroperoxide absorbance; also: potency is read from the fitted curve at half-maximal effect; % is scaled to controls: 0 for no effect and ±100 for the full control effect; nearly all actives have a fitted effect of over 55% in size
#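 Hydroperoxide formed from arachidonic acid (50 uM) by purified human 15hLO-1 (40 nM) oxidizes ferrous iron, and the ferric-xylenol orange complex is read at 573 versus 405 nm. Compounds were preincubated 15 min; reaction ran 6 min at room temperature.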
# DNA Pol III inh: inhibitors of bacterial DNA polymerase III holoenzyme; AID 603; Potency, µM (highest dose often 57.1 µM), for the others: at the highest dose activity change, negative = inhibition; reconstituted DNA polymerase III holoenzyme replication, biochemical; 71,000 tested, 0.25% active; also: potency is read from the fitted curve at half-maximal effect; % is scaled to controls: 0 for no effect and ±100 for the full control effect
#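 Reconstituted *E. coli* holoenzyme (0.35 nM Pol III, 1 nM beta, 154 nM SSB, 2 nM primase) was preincubated with compound for 15 min at RT. Synthesis on 1.4 nM ssM13Gori ran 35 min, then was stopped with PicoGreen/EDTA and read as dsDNA fluorescence.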
# UbGFP stabilizer: ubiquitin-GFP accumulation via proteasome inhibition. Ubiquitin-GFP reporter cells, proteasome inhibition, GFP fluorescence; response scale: untreated = 0%, 10 µM MG-132 = 100%. Potency, µM (doses to about 45.9 µM), inactives show at the highest dose activation (GFP accumulation), actives largely listed as activators. 67,000 tested, under 10 active; active = well fitted activation curve with a large enough effect, not every such curve was filed as active; inconclusive = small, poorly fitted or top-dose-only effect, or another doubt; inactive = no such curve, though single readings can be large or run the other way; also: potency is read from the fitted curve at half-maximal effect
#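 U2OS Ub(G76V)-GFP reporter; O/N plating, 0.5% FBS; cpd 46 uM–2.9 nM, 4 h, 37 °C; GFP+ cell count, 488/515 nm; norm. to basal vs 10 uM MG-132; CRC fit.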
# BRCT inh green: BRCA1 BRCT-phosphoprotein interaction inhibition; 75,000 tested, 0.05% active; Potency, µM (highest dose often 76.9 µM), for inactives: top-dose activity change, negative = inhibition, usual class: inhibitors; P38398; BRCA1 BRCT-phosphopeptide binding, green fluorescence polarization;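 also: potency is read from the fitted curve at half-maximal effect; plate controls were peptide without protein for full effect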
# Target sequence (P38398 whole entry, looked up): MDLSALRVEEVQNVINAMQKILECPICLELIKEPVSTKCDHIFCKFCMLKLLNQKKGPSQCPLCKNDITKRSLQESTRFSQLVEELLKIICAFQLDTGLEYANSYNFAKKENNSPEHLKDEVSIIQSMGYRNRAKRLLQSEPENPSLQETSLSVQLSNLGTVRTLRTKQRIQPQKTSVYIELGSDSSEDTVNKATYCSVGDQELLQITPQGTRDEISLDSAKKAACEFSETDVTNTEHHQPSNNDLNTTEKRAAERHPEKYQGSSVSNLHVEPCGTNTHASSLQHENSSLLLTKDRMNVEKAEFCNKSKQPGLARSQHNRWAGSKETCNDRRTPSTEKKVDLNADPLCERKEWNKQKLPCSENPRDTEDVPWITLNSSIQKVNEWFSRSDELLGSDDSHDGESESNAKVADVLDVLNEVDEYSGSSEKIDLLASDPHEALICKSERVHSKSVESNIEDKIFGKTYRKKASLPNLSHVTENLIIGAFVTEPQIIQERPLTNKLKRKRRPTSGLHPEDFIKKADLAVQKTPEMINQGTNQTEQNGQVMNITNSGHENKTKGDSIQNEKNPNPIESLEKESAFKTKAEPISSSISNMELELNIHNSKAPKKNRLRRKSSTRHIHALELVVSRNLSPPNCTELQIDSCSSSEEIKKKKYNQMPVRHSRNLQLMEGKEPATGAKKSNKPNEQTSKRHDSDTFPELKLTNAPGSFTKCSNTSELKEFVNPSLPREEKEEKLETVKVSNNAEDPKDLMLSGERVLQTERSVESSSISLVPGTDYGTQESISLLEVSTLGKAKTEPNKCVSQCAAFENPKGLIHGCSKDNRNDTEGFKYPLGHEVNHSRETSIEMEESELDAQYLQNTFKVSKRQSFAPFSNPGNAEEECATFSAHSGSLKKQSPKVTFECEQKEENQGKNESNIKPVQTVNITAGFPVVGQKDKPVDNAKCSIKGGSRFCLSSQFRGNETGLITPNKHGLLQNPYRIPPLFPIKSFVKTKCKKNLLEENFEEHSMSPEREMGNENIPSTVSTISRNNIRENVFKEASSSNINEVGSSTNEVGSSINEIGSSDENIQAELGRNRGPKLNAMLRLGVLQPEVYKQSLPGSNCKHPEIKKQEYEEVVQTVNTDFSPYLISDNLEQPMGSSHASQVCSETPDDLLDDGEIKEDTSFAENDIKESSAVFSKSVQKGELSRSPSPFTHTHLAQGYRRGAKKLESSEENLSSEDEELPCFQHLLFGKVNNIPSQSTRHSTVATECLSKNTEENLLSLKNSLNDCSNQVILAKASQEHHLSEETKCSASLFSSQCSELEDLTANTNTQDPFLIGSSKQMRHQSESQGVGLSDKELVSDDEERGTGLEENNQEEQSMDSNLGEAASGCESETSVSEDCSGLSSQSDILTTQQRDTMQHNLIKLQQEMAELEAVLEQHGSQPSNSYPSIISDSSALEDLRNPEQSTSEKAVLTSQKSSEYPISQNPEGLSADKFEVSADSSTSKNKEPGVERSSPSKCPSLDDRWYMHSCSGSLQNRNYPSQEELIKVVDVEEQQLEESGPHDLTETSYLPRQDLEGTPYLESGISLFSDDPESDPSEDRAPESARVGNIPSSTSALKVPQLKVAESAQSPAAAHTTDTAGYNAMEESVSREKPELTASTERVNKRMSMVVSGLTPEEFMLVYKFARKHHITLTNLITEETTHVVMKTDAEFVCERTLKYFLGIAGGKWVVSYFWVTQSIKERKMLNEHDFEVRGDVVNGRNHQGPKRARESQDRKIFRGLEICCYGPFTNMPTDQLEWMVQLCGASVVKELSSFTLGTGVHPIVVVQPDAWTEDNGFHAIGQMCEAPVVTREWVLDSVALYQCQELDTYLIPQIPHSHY
#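 Compounds were incubated for 12 min at room temperature with a complex of 100 nM fluorescein-tagged pBACH1 decapeptide and 250 nM His-tagged BRCT protein. Buffer was phosphate pH 7.3 with EDTA, DTT and Tween 20. Disruption of binding lowers the polarization signal.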
# GFP derepression: derepresses silenced GFP locus in mouse C127i cells | 68,000 tested, 0.09% active | mouse C127i GFP locus derepression, cytometry, 30 h | Potency, µM (titrated, usually from 46.1 µM), without a hit: at the top dose GFP derepression (activation); also: % of control where 0% means no effect
#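 Derepression screen: silenced CMV-GFP reporter in murine C127i cells, 30 h compound incubation at 37 C, washed cells imaged by laser-scanning cytometer to enumerate GFP-expressing objects of 20 to 120 um.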
# HBB splice mod: alters splicing of the hemoglobin beta chain; HBB splicing reporter cell assay, activation; EGFP reporter with mutant IVS2-654 intron; response scale: normalised to 500 nM splice-correcting PNA; Potency, µM (top dose mostly 46.1 µM), for the others: at the top dose activation, actives largely listed as activators; 65,000 tested, 0.06% active; AID 925; also: potency is read from the fitted curve at half-maximal effect; 0% is about no effect
#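 HeLa cells stably expressing EGFP interrupted by mutant beta-globin intron 2 (IVS2-654), 500/well in 2% FCS. Treated with compound for 2 days at 37C. Splicing correction scored as total well GFP intensity (488 nm excitation, 500-520 nm emission); 500 nM antisense PNA served as control.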
# BRCT PPI red: BRCT-phosphoprotein interaction inhibition (red fluorophore). Potency, µM (top dose mostly 76.9 µM), without a hit: top-dose activity change, negative = inhibition, most hits filed as inhibitors. BRCT-phosphopeptide binding, red fluorescence polarization. P38398. AID 892. 75,000 tested, 0.03% active; also: % is scaled to controls: 0 for no effect and ±100 for the full control effect
#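 Rhodamine-labelled pBACH1 10-mer (100 nM) bound to BRCT domain (100 nM) at pH 7.3; compounds incubated 12 min room temperature, polarization read. Free peptide defines full inhibition; unlabelled decapeptide titrated as control.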
# 4-MU autofl: compound fluoresces in the 4-MU spectral region. compound autofluorescence, 340/450 nm, 4-MU equivalents; hits give high values. max dye-equivalent concentration, M. 59,000 tested, 11% active. AID 589; in the data active = max dye-equivalent concentration above about 10 nM; inconclusive = mostly about 1.1 nM to 9.6 nM
#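 Compounds in 100 mM Tris, pH 8.0, incubated 15 min at room temperature, then fluorescence read at 340 nm excitation/450 nm emission. Signal converted to 4-MU dye-equivalent concentration using an on-plate six-point 4-MU standard curve.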
# Hsp90 Hop PPI: changes Hsp90-Hop TPR2A binding signal, up or down; AlphaScreen TPR2A-His6 binding biotin-Hsp90 C-terminal peptide; Potency, µM (doses to about 57 µM), without a hit: at the highest dose activity change, negative = inhibition; 71,000 tested, 0.44% active; active = well fitted curve in either direction with a large enough effect; inconclusive = small, poorly fitted or top-dose-only effect, or another doubt; also: potency is read from the fitted curve at half-maximal effect; % is scaled to controls: 0 for no effect and ±100 for the full control effect; many of its hits are not listed in these tables
# A350 fluor: compound fluoresces in the Alexa 350 spectral region. Compound autofluorescence, 340/450 nm, Alexa 350 dye-equivalents; hits give high values. max dye-equivalent concentration, M. 59,000 tested, 11% active. AID 590; in the data active = max dye-equivalent concentration above about 10 nM; inconclusive = mostly about 1.1 nM to 9.6 nM
# Numbers without * were called inactive; i = inactive; u = inconclusive; x = no result given; & = joins results of further samples; [ ] = dose if it differs, or a comment. Unless noted, calls follow the shape of the dose curve; as a rule, active = well fitted curve in the direction sought with a large enough effect; inconclusive = small, poorly fitted or top-dose-only effect, or another doubt; inactive = no such curve, though single readings can be large; an effect the other way counts as inactive or inconclusive.
# Under each structure – CRE Fsk mod	15-hLO inh	DNA Pol III inh	UbGFP stabilizer	BRCT inh green	GFP derepression	HBB splice mod	BRCT PPI red	4-MU autofl	Hsp90 Hop PPI	A350 fluor
COc1ccc(Oc2ncc3nc(-c4ccc(Cl)cc4)c(=O)n(C[C@H]4CCCO4)c3n2)cc1
 : u	1%	-4%	-5%	-1.0%	3%[9.22 µM]	-0.4%	-0.5%	i	0%	i
Cc1cc(C)n(-c2nc3ccccc3nc2N2CCCCCC2)n1
 : u	-12%	-1%	-6%	2.0%	-3%	9.5%[1.84 µM]	0.4%	u	u	u
CN(C(=O)c1ccco1)c1nnc(C23CC4CC(CC(C4)C2)C3)s1
 : u	u	-3%	11%	2.3%	x	-0.7%	-0.1%	x	u	x
Cn1c2c(c(=O)n(C)c1=O)CN(CCCN1CCOCC1)CN2
 : 14%	-6%	-7%	x	-10%	3%	7.0%[0.369 µM]	-0.1%	u	-2%	u
Cc1cc(C)cc(OCC(=O)Nc2ccc(N3CCN(S(C)(=O)=O)CC3)cc2)c1
 : -2%	-8%	3%	0%	-1.2%	1%	x	0.8%	i	-2%	i
COc1ccc(C(=O)C(CN2CCOCC2)c2ccccc2)cc1F (configuration not stated)
 : u	5%	-2%	5%	0.6%	2%	0.5%[57.5 µM]	-2.1%	i	0%	i
C=C(C)CSc1nnc(-c2cccc(S(=O)(=O)N(C)C)c2)n1-c1cc(OC)ccc1OC
 : u	0%	2%	-1%	-0.6%	0%	-0.3%[57.5 µM]	-2.8%	i	-5%	i
CC1CCCC(NC(=O)COC(=O)c2ccc(S(=O)(=O)N3CCOCC3)cc2)C1C (configuration not stated)
 : 11%	-5%	-4%	3%	-0.6%	-1%	-2.0%	-2.8%	i	-4%	u
Cc1ccc(S(=O)(=O)N2CCCC(C(=O)NCCc3ccc4c(c3)OCO4)C2)cc1 (configuration not stated)
 : -17%	6%	-1%	5%	-1.6%	4%	-0.4%[57.5 µM]	1.5%	i	0%	i
CCOC(=O)c1c(C)[nH]c(C(=O)COc2ccc3c(c2)OCO3)c1C
 : u	2%	-4%	-3%	0.6%	0%	-0.1%[57.5 µM]	-0.6%	i	-1%	i
CC(=O)N1CCC2(CC1)CN(Cc1ccc(C#N)cc1)C2
 : 4%	8%	-5%	8%	-4.3%	2%[9.22 µM]	2.3%	-1.0%	i	1%	i
CCOC(=O)c1nnn(-c2nonc2N)c1-c1cccc2ccccc12
 : 7%	-6%	-3%	-6%	-1.0%	1%	-0.4%	-4.1%	i	-2%	i
CCOC(=O)c1oc2ccccc2c1NC(=O)COc1ccc(F)cc1
 : 13%	3%	0%	-5%	-1.3%	0%	0.6%	0.2%	2.1e-08M*	2%	2.2e-08M*
CC(Oc1ccc(Cl)cc1Cl)C(=O)Nc1ccc2oc(-c3ccncc3)nc2c1 (configuration not stated)
 : -8%	-16%	-3%	-3%	-1.4%	-3%	-0.4%	-0.7%	5.7e-08M*	-1%	4.7e-08M*
NC(=O)CSc1nc2ccccc2n1-c1ccccc1
 : 2%	-21%	-5%	-4%	2.3%	2%	0.1%[9.22 µM]	0.2%	x	-6%	x
Cc1ccc2occ(CN3CCN(c4ccccc4)CC3)c(=O)c2c1
 : -6%	-4%	-12%	9%	-1.4%	2%	-2.9%	-0.5%	x	-2%	x
NC(=O)c1cc(Br)cc2c3c([nH]c12)CCCC3
 : 4%	7.9µM*	-2%	x	-5.1%	-2%	5.6%[0.369 µM]	-1.2%	i	-7%	i
CCOC(=O)c1c(NC(=O)CSc2nnc(CNc3ccc(F)cc3)o2)sc(C)c1C
 : 13%	-12%	-1%	4%	0.8%	0%	x	2.3%	i	-13%	i
CCCCCn1c(=O)[nH]c2cc(C(=O)NCCCN3CCC(C)CC3)ccc2c1=O
 : 1%	-8%	-4%	4%	0.8%	6%	-0.3%	0.4%	3.9e-08M*	3%	3.8e-08M*
COc1cc(NC(=O)c2cccs2)c(OC)cc1NC(=O)CCn1nnc2ccccc21
 : 7%	-14%	-7%	1%	0.1%	-1%	-0.3%[57.5 µM]	0.0%	7.6e-08M*	-7%	1.1e-07M*
CC(=O)C(Sc1nc(-c2ccco2)nc2c1c(=O)n(C)c(=O)n2C)C(=O)N(C)C (configuration not stated)
 : u	-5%	-6%	-7%	3.2%	3%	-0.4%	1.0%	i	-4%	u
N#CC(=NCCO)C1=C(O)c2ccccc2C1=O
 : -2%[7.6 µM]	2%[11.4 µM]	1%[11.4 µM]	7%[9.17 µM]	0.5%[15.4 µM]	4%[9.22 µM]	-0.1%[9.22 µM]	0.0%[15.4 µM]	i	-3%[11 µM]	i
CCOC(=O)C1CCN(C(c2cccc(OC)c2)c2sc3nc(C)nn3c2O)CC1 (configuration not stated)
 : 0%	-21%	-1%	7%	-2.9%	x	-0.4%	1.5%	x	u	x
Nc1nonc1-c1noc(CCCOc2ccc(Cl)cc2Cl)n1
 : 6%	-7%	-1%	4%	0.8%	2%	-0.4%	-0.8%	i	3%	i
CCN1CCN(c2cc(C)c3cc(NC(=O)c4ccc(Br)o4)ccc3n2)CC1
 : 19%	-7%	-11%	2%	-1.7%	-1%	0.0%	-1.0%	u	-8%	u
CC(C)c1ccc(C2CC(=O)N3CN(C)CSC3=C2C#N)cc1 (configuration not stated)
 : 18%	u	-6%	-16%	0.2%	x	-0.7%	1.1%	x	-3%[2.3 µM]	x
CC(CNCc1ccc2c(c1)OCO2)NCc1ccc2c(c1)OCO2 (configuration not stated)
 : -3%	15%	-3%	6%	-3.7%	0%	-0.3%	0.0%	x	-5%	x
Cc1cccc2cc(COC(=O)c3ccccc3)c(=O)[nH]c12
 : 16%	5%	-2%	6%	-0.4%	7%	2.9%[1.84 µM]	0.9%	i	3%	i
CCC(C)c1ccccc1O (configuration not stated)
 : -8%&4%	-2%&-8%	2%&-1%	x	0.6%&0.3%	x	-0.4%&1.0%	0.0%&-0.9%	x	-3%&-1%	x
O=c1[nH]c2ccccc2nc1Cc1ccccc1
 : 10%	-4%	0%	4%	-1.7%	4%	-3.5%[57.5 µM]	-0.5%	1e-07M*	-1%	1.3e-07M*
CC1CN(CC(O)COc2ccc(C(=O)c3ccccc3)cc2)CC(C)O1 (configuration not stated)
 : -17%	7%	-5%	-3%	-2.0%	4%	-0.8%	0.9%	i	u	u
Cc1cc(=O)n(-c2ccc3ccccc3n2)[nH]1
 : -3%	6%	2%	-7%	-3.8%	6%	0.5%	1.6%	i	-7%	i
Cc1cccc(NC(=O)c2cc(NC(=O)c3ccco3)ccc2N2CCCCC2)c1
 : 7%	10%	1%	6%	1.2%	-1%	-0.3%	0.6%	6.3e-08M*	-1%	8.4e-08M*
CCOC(=O)c1sc(=NC(=O)c2ccc(OC)c(OC)c2)n(C)c1C
 : 4%	0%	-8%	3%	-2.0%	-4%	-0.7%	-0.3%	3.3e-08M*	2%	3.2e-08M*
CCOc1ccc(-n2cnnn2)cc1S(=O)(=O)NCCc1ccc(OC)c(OC)c1
 : 6%	9%	-3%	1%	-1.3%	10%	1.6%	1.5%	i	-3%	u
COc1ccc(CCNC(=O)c2cc3sc(Cl)cc3n2C)cc1OC
 : -16%	-23%	-4%	-6%	-0.1%	-2%	-1.1%	-3.4%	x	-7%	x
COc1ccc(S(=O)(=O)NC(C)C(=O)Nc2ccccc2F)cc1 (configuration not stated)
 : -10%	-10%	5%	1%	2.2%	0%	-1.8%	0.7%	i	-3%	i
Cc1nc2sccn2c1-c1csc(NCc2ccccc2)n1
 : 29%	-9%	5%	2%	-2.2%	8%	0.6%	-1.3%	i	-2%	i
CCN(CC)c1ccc(NC(=O)C(C)C)cc1
 : u	-10%	-2%	8%	0.9%	3%	0.3%	0.0%	i	-5%	i
COc1cccc(N2CCN(C(=O)CN(C)S(=O)(=O)c3ccc4c(c3)CCC(=O)N4)CC2)c1
 : 0%	-6%	-5%	0%	0.4%	x	0.1%	0.6%	x	-1%[2.3 µM]	x
Cc1noc(NS(=O)(=O)c2ccc(NC(=O)c3cnc4scc(C)n4c3=O)cc2)c1C
 : u	-4%	-12%	0%	0.6%	x	-1.0%	1.8%	x	-4%	x
CCC(CC)NC(=O)c1n[nH]c(=O)c2ccccc12
 : 6%	3%	-4%	6%	-2.2%	1%	-0.2%[57.5 µM]	0.4%	i	-1%	i
CCCCS(=O)(=O)c1sc2nc3c(cc2c1N)CCCC3
 : u	-16%	0%	-4%	-1.2%	-3%	4.2%	-0.2%	2.1e-08M*	5%	1.9e-08M*

# Random draw from the library; overall some 12% were active at least once.
